USP1 inh = inhibitors of human USP1/UAF1 deubiquitinase | O94782 | recombinant USP1/UAF1, Ub-Rhodamine cleavage fluorescence | Potency, µM (doses to about 57.1 µM), inactives show top-dose activity change, negative = inhibition, actives largely listed as inhibitors | 390,000 tested, 0.23% active | AID 743255; note: potency is the fitted concentration of half-maximal effect; % is set by controls: 0 for no effect and ±100 for the full control effect; nearly all actives have a fitted effect of over 60% in size; inactives centre near -12
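USP1/UAF1 complex at 1 nM was preincubated with compound for 15 min at room temperature, then Ub-Rho substrate (150nM final) was added. Fluorescence (480/540 nm) was read kinetically, 6 reads every 60 seconds.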
Vif-APOBEC3F blk = inhibitors of Vif-A3F interaction; Potency, µM (highest dose often 46.1 µM), for inactives: at the highest dose activity, negative = active; 390,000 tested, 0.2% active; HeLa A3F-eYFP + Vif (tagged APOBEC3F with the HIV-1 protein that degrades it), YFP fluorescence increase; note: potency is the fitted concentration of half-maximal effect; % of control where 0% means no effect; nearly all actives have a fitted effect of over 65% in size
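Fluorescence increase (Ex 488/Em 500-530) after overnight compound treatment at 37 deg C flags inhibition of Vif-driven A3F-eYFP loss in stable HeLa A3F-eYFP/Vif cells seeded overnight beforehand.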
Glioma ERSR ind = induces the endoplasmic reticulum stress response in human glioma cells. AID 602332. U87-MG GRP78 promoter luciferase reporter, 16 h. Potency, µM, without a hit: at the top dose activation, usual class: activators. 420,000 tested, 0.02% active; note: potency is the fitted concentration of half-maximal effect; series mostly up to about 76 µM; % of control where 0% means no effect; nearly all actives have a fitted effect of over 35% in size
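Stably transfected U87-MG glioma cells carrying a GRP78-based luciferase sensor; 16 h compound incubation. Luminescence end-point read 10 min after Bright-Glo addition at room temperature.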
LDHA inh = blocks human lactate dehydrogenase A. P00338. activity change, % (values are at about 110 or 230 µM). AID 1347041. purified LDHA, NADH/diaphorase-resazurin fluorescence; hits give low values. 480,000 tested, 0.15% active; in the data active = activity change below about -30%; inconclusive = mostly about -25% to -30%;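 note: plate controls were DMSO wells for no effect and wells without enzyme for full effect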
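Human LDH5 at 2 nM final in Tris HCl pH 7.4 with 0.06 mM NADH and 0.2 mM pyruvate, reacted 5 minutes at room temperature. Remaining NADH coupled via diaphorase/resazurin; resorufin fluorescence read at 0 and 20 minutes, normalized to enzyme-free and DMSO wells.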
Vif-APOBEC3G blk = inhibitors of Vif-APOBEC3G interaction. Q9HC16. HeLa A3G-eYFP + Vif (tagged APOBEC3G with the HIV-1 protein that degrades it), YFP fluorescence, overnight. Potency, µM (highest dose often 46.1 µM), without a hit: at the top dose activity, negative = active, usual class: inhibitors. 410,000 tested, 0.076% active. AID 602310;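 note: potency is the fitted concentration of half-maximal effect; % is set by controls: 0 for no effect and ±100 for the full control effect; nearly all actives have a fitted effect of over 60% in size; hits raise eYFP signal because A3G escapes Vif-driven loss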
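Read-out is eYFP fluorescence (Ex 488/Em 500-530) from Vif-expressing HeLa A3G-eYFP cells; more signal means A3G escaped Vif-mediated degradation. Cells plated overnight, compound pinned in, incubated overnight at 37 deg C.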
TrxR1 substrate = rat thioredoxin reductase 1 substrate activity; purified TrxR1 substrate turnover, NADPH consumption readout; AID 588456; 390,000 tested, 0.01% active; Potency, µM (doses to about 114 µM), inactives show at the highest dose activity change, negative = substrate turnover; note: potency is the fitted concentration of half-maximal effect; % is set by controls: 0 for no effect and ±100 for the full control effect; nearly all actives have a fitted effect of over 50% in size
Target sequence (O89049 whole entry, looked up): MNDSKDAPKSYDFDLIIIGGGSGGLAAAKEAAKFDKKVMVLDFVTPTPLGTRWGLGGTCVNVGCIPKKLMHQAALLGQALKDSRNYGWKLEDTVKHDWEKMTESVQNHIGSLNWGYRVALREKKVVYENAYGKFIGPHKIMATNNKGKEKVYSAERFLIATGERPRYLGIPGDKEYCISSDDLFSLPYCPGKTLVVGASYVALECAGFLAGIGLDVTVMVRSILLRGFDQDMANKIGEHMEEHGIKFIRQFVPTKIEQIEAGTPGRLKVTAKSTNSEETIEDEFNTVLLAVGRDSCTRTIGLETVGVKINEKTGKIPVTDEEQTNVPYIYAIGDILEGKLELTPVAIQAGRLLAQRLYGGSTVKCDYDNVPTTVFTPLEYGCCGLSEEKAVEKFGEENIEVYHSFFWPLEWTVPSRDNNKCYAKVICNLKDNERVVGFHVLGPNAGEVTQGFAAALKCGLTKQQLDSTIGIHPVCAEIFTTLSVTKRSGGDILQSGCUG
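Rat TrxR1, dispensed at 90 nM, was prereduced with 400 uM NADPH (final) for 5 min at ~22 deg C, then incubated with compound 15 min before 400 uM selenite. A first-read NADPH fluorescence drop versus no-compound background flagged substrates.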
PI4K2A inh = inhibitors of human PI4K2A | Q9BTU6 | purified PI4K2A, ADP-Glo luminescence, 1 h; hits give low values | activity change, negative = inhibition, % at 76.9 µM | 420,000 tested, 0.13% active; in the data active = activity change below about -50%; inconclusive = mostly about -30% to -49%;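 note: -100% = wells without enzyme as full effect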
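ADP-Glo luminescence measured ADP generated by PI4K2A enzyme (4 ug/mL before mixing) with 1.2 mM PI substrate (pre-mix) and 300 microM ATP (pre-mix). Tris pH7.5 buffer with MgCl2, Triton X-100; 1 h reaction at ambient temperature.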
RXFP1 agonist = activates the human relaxin receptor RXFP1 | Q9HBX9 | HEK293T-RXFP1 cAMP TR-FRET, 30 min; response scale: percent of porcine relaxin response, buffer zero | Potency, µM (highest dose often 57.5 µM), for the others: at the top dose activation, most hits filed as activators | 370,000 tested, 0.3% active; note: potency is the fitted concentration of half-maximal effect; % is set by controls: 0 for no effect and ±100 for the full control effect; nearly all actives have a fitted effect of over 60% in size; many of its hits are not listed in these tables
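HEK293 cells stably expressing RXFP1, treated 30 min at 37C with compounds plus PDE4 inhibitor Ro 20174; cAMP measured by HTRF TR-FRET. Normalized to buffer and 29 nM porcine relaxin; EC50 by Hill fit.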
IDH1 R132H inh = blocks human mutant IDH1 R132H enzyme; Potency, µM (highest dose often 76.6 µM), inactives show at the top dose activity change, negative = inhibition, usual class: inhibitors; 390,000 tested, 0.093% active; IDH1-R132H enzyme, NADPH consumption, diaphorase/resazurin fluorescence; O75874; AID 602179; note: potency is the fitted concentration of half-maximal effect; % is set by controls: 0 for no effect and ±100 for the full control effect; nearly all actives have a fitted effect of over 65% in size
Target sequence (O75874 whole entry R132H, stated change not applied): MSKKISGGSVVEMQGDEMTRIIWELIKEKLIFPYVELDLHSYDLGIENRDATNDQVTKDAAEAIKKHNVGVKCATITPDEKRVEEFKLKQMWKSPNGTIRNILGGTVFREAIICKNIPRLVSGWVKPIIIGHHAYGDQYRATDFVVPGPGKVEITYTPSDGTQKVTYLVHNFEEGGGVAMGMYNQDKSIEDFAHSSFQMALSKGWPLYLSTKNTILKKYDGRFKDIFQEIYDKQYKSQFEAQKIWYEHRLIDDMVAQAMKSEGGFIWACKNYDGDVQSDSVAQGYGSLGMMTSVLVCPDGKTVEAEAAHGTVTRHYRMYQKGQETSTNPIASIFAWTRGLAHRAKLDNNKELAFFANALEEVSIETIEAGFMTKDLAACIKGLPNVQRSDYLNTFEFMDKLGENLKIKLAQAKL
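IDH1-R132H (0.5 ug/mL dispensed) in pH 7.5 Tris buffer was preincubated 30 min with compound, then given a substrate mix of 0.016 mM NADPH and 2 mM alpha-KG for 80 min at room temperature; remaining NADPH was read by diaphorase/resazurin fluorescence.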
Numbers without * were called inactive; ? = inconclusive; . = no result given; & = joins results of further samples; [ ] = dose if it differs, or a comment. Unless noted, calls come from the whole dose curve; as a rule, active = well fitted curve in the direction sought with a large enough effect; inconclusive = small, poorly fitted or top-dose-only effect, or another doubt; inactive = no such curve, though single readings can be large; an effect the other way counts as inactive or inconclusive. The list is partial (hit frequency here may not be typical).

SMILES	USP1 inh	Vif-APOBEC3F blk	Glioma ERSR ind	LDHA inh	Vif-APOBEC3G blk	TrxR1 substrate	PI4K2A inh	RXFP1 agonist	IDH1 R132H inh
O=C(CSc1nnc(CN2CCCC2)n1-c1ccc(F)cc1)c1ccc2c(c1)OCO2	-7%	5%	-4%	-9	-5%	-1%	-1	-1.2%	-1%
Cc1cc(NC(=O)CSc2ccc3nnc(-c4ccccc4)n3n2)no1	-6%	-2%	-2%	-5	0%	22%	-5	19%	2%
CCOC(=O)/C(=C/C=C1\Sc2cc(OCC)c(OCC)cc2N1CC)C(C)=O	22µM*	6%	-6%	-4	9%	0%[57.1 µM]	2	-3.6%	-2%
Fc1ccc(-n2nc(-c3ccccc3)c3cnc4ccccc4c32)cc1Cl	-25%	0%	-1%	3	2%	6%	3	-9.4%	20%
Cc1ccc(NS(=O)(=O)c2cc(C(=O)O)ccc2Cl)cc1	-14%	3%	-3%	-1	-17%	11%[57.1 µM]	-2	3.2%	6%
Cc1cnc(C(=O)OCc2csc(CC(=O)Nc3ccccc3C)n2)cn1	-2%	6%	-5%	2	1%	-2%	5	0.2%	-3%
O=C(CN1C(=O)NC2(CCCCCC2)C1=O)Nc1ccc(Cl)c([N+](=O)[O-])c1	-6%	-1%	-4%	-10	-5%	-4%	-3	.	-7%
COc1ccc(C(C(=O)NC2CCCC2)N(C(=O)c2csnn2)C2CCCC2)cc1 (configuration not stated)	-27%	-1%	-4%	-5	-10%	5%	-3	-0.5%	0%
CCCN1C(=O)CN(C2CCCCCC2)C(=O)C1c1ccc(C)cc1 (configuration not stated)	-19%	-6%	-4%	2	2%	5%	7	4.0%	7%
CCOC(=O)C1=C(N)Oc2ccc3ccccc3c2C1c1ccc(O)c(OC)c1 (configuration not stated)	-11%	-2%	-5%	1	-9%	5%[57.1 µM]	-15	4.3%	?
COc1ccc(CCNC2CC(=O)N(N(C)C)C2=O)cc1OC (configuration not stated)	-20%	4%	-4%	-7	1%	-11%	-7	0.1%	3%
Cc1nn(CCCC(=O)Nc2ccccc2C(F)(F)F)c(=O)c2c1sc1ccccc12	-13%	-3%	-4%	-2	0%	78%[activator]	-1	8.2%	7%
CCC(C)/C=C/C1=CC2=C(Cl)C(=O)C3(C)OC(=O)C(C(=O)C(C)C(C)O)C3C2=CO1 (configuration not stated)	5%	-5%	0%	3	-6%	-3%	-5	-1.2%	-18%
CC(C)n1c(O)c(N=NC(=O)CNC(=O)c2cccnc2)c2ccccc21	-6%	-9%	-4%	-7	-14%	-19%	0	-0.4%	-8%
CCCCOc1ccc(C(=O)Nc2ccc(-c3cc4ccccc4oc3=O)cc2)cc1	-16%	1%	-3%	-5	-5%	4%	-2	1.7%	-13%
CN(C)S(=O)(=O)N(CC(=O)NCCSc1ccc(Cl)cc1)c1ccccc1	-20%	-7%	1%	-7	2%	0%	-3	4.1%	0%
CCc1c(C)c(C#N)c2nc3ccccc3n2c1-n1nc(C)cc1C	3%	4%	-4%	-7	4%	1%	-4	-0.1%	-3%
Cc1cc(C)c(C#N)c(N2CCN(C(=O)C3COc4ccccc4O3)CC2)n1 (configuration not stated)	-20%	1%	-6%	-1	-5%	19%	6	0.6%	0%
CC1=C(C(=O)Nc2ccccc2)C(c2cccs2)n2nc(SCc3ccccc3)nc2N1 (configuration not stated)	-22%	5%	1%	-8	2%	3%[2.29 µM]	0	2.6%	8%
CCN(CC)CCNC(=O)CCc1nnc2ccc(N3CCC(C)CC3)nn12	-20%	0%	-4%	1	0%	0%	-6	13%	-2%
C#CCOCCOCCOCCNc1nc(N2CCN(C(=O)[C@H]([C@@H](C)CC)n3cc(CCC(=O)O)nn3)CC2)nc(N2CCN(C(=O)[C@H](Cc3ccc(O)cc3)n3cc(CCO)nn3)CC2)n1	-15%	-2%	-1%	3	-3%	0%	-6	.	-4%[38.3 µM]
O=C(N/N=C/c1ccncc1)c1ccccc1	1%	.	3%	-7	1%	-9%	1	1.0%	13%
CN(C(=O)c1cc(Cl)c2c(c1)OCCO2)c1c(N)n(Cc2ccccc2)c(=O)[nH]c1=O	-9%	6%	-6%	-1	-3%	5%[57.1 µM]	-1	0.5%	-6%
N#CCSc1nc(-c2ccccc2)nc2ccccc12	-23%	-17%	-3%	-3	-8%	18%	1	15%	-2%
COc1ccc2oc(-c3ccccc3)c(C(=O)O)c2c1	-15%	-15%	-7%	-6	-5%	444%[activator]	-1	10%	9%

(list continues)
SMILES	USP1 inh	Vif-APOBEC3F blk	Glioma ERSR ind	LDHA inh	Vif-APOBEC3G blk	TrxR1 substrate	PI4K2A inh	RXFP1 agonist	IDH1 R132H inh
CCn1ncc(Br)c1C(=O)Nc1ccc(-c2ccno2)cc1	-13%	1%	1%	-11	-3%	-5%	0	-2.8%	-3%
CCN(CCN1CCCC1)C(=O)C1CCC(=O)N(CCCN2CCOCC2)C1 (configuration not stated)	-11%	-4%	-4%	-9	-6%	5%	0	0.2%	-3%
CCCCN(C)CCCNC(=O)C1CCC(CNS(=O)(=O)c2c(C)cc(C)cc2C)CC1 (configuration not stated)	-19%	-16%	4%	0	3%	8%	3	6.6%	2%
CCOC(=O)c1ccccc1NC(=O)CSc1nnc(Cc2cccn2C)n1-c1ccc(C)cc1	-10%	0%	-3%	-5	2%	-1%	-1	2.0%	-6%
CCCn1c(SCC(=O)NC(C)C23CC4CC(CC(C4)C2)C3)n[nH]c1=O (configuration not stated)	-20%	-5%	-2%	-2	4%	-6%[57.1 µM]	-3	-1.5%	6%
COCCNC(=O)C1=NOC(Cn2cc(C#N)c(=O)n(C)c2=O)C1 (configuration not stated)	-14%	15%	-4%	-1	0%	0%[57.1 µM]	-1	-2.0%	8%
CC(=O)c1ccc(NC(=O)CSc2nc3[nH]c(=O)cc(O)c3s2)cc1	-9%	-11%	-10%	4	0%	-7%	-4	.	0%
Cc1ccccc1S(=O)(=O)N(CC(O)CN1CCCCC1)c1ccccc1 (configuration not stated)	-25%	-4%	-2%	-4&1	4%	1%	-2	-0.4%	-1%
COc1ccc(-c2ccc3c(c2)S(=O)(=O)c2cccc(C(=O)N4CCN(c5ccc(Cl)cn5)CC4)c2C3=O)cc1OC	-7%	1%	-2%	-3	1%	7%	0	.	24%
COc1cc(C=NCc2ccccc2)ccc1O	-22%	-7%	-2%	5	0%	.	8	.	-1%
COC(=O)C1=C(C)Nc2ccc(C)cc2S1	-20%	2%	-2%	-2	1%	-1%	6	-2.0%	11%
Cc1cc(C(=O)OCC(=O)Nc2c(F)cccc2F)c(C)n1-c1ccccc1	-12%	5%	2%	-7	2%	2%[57.1 µM]	-8	-1.1%	7%
O=C(NNC(=O)c1ccccc1Cl)c1ccc(-n2cncn2)c([N+](=O)[O-])c1	-20%	-2%	-6%	-5	-9%	1%	-6	-0.5%	6%
Cc1nc2ccc(NS(=O)(=O)c3cccc([N+](=O)[O-])c3)cc2s1	-29%	2%	-5%	5	0%	5%	2	.	0%
C/C(=N\Nc1cccc2cccnc12)c1ccccn1	-29%	?	-6%	-8	-13%	7%[57.1 µM]	-10	0.2%	7%
Nc1c(N(Cc2ccco2)C(=O)c2ccc(Br)cc2)c(=O)[nH]c(=O)n1Cc1ccccc1	-12%	0%	-2%	-2	-5%	4%	-1	3.2%	-12%
CN(CC(=O)Nc1ccc(F)c(F)c1F)C(=O)C1=NN(c2ccccc2)C(=O)CC1	-18%	-1%	-4%	2	0%	-2%	2	-0.7%	1%
O=C(c1ccccc1)C1CCc2occc2C1=O (configuration not stated)	-2%	-6%	-2%	-1	2%	-6%	7	0.7%	3%
CC(C)CC1CC(C)(c2csc(NNC(=O)c3ccccc3)n2)OC1=O (configuration not stated)	-21%	3%	-1%	2	-1%	1%	-4	-1.4%	-1%
O=C1CCC(C2CCc3cc(O)ccc3C2)C1 (configuration not stated)	-15%	12%	1%	1	-14%	11%[57.1 µM]	-6	.	2%
Cc1cccc(Oc2ncc(-c3ccc(Cl)cc3)cn2)c1	3%	-14%	3%	-1	4%	5%[57.1 µM]	-7	3.9%	4%
CSc1ccc(/C=N\NC(=O)COc2ccc(Cl)cc2Br)cc1	-13%	-2%	4%	-8	-11%	5%[57.1 µM]	0	-1.6%	4%
COC(=O)c1nc2n(n1)C(c1cccc(Cl)c1)C(C(=O)Nc1ccccc1OC)=C(C)N2 (configuration not stated)	-19%	-13%	-2%	1	-1%	9%	-2	0.6%	12%
CC(C)c1ccc(N(CC(=O)NC2CCCC2)C(=O)CCC(=O)Nc2ccccn2)cc1	-16%	-6%	-6%	-3	-3%	12%[0.0914 µM]	-3	2.3%	0%
COc1ccc(CC(=O)Nc2cc(NC(=O)Cc3ccc(OC)c(OC)c3)cc(C(=O)O)c2)cc1OC	-9%	10%	3%	-3	0%	6%[57.1 µM]	1	-0.2%	-4%

Compound activity: PubChem, National Center for Advancing Translational Sciences (NCATS)
